High-throughput results as filed in PubChem.
RAD52 inh = RAD52 (human) annealing inhibition. 360,000 tested, 0.46% active. AID 651710. P43351. inhibition, % at 18.7 µM. recombinant RAD52 DNA annealing, FRET fluorescence;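 active = every replicate showing at least 50% inhibition; inconclusive = mean inhibition at least 50% but not in every replicate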
Target sequence (P43351 whole entry, looked up): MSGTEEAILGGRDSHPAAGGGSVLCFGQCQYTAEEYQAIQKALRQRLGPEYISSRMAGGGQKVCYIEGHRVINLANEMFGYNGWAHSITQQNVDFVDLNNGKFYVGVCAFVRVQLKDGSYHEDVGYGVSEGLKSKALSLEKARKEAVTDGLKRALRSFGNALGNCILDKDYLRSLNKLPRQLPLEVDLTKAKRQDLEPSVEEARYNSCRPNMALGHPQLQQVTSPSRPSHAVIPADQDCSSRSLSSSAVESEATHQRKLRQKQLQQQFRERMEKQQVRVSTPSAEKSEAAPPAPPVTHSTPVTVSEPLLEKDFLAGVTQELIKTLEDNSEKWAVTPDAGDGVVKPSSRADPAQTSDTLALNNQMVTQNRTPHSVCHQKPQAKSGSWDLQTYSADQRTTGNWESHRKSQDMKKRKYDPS
Xi reactivation = X-chromosome reactivation activator | 360,000 tested, 0.055% active | XiGFP mouse fibroblasts, % GFP-positive cells imaging, 3 d; cells co-treated with 5-aza-dC sensitizer; scaled so ellipticine positive control = 100% | AID 743238 | activation, % at 7.58 µM;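 active = mean normalized replicate activation at least 10% and every replicate at or above 10%; inconclusive = only one of the two criteria met; inactive = mean below 10% and not all replicates reach 10%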;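 note: 0% = median of on-plate neutral control wells and 100% = ellipticine 6 µM median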
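Assay system – SV40-immortalized XiGFP fibroblast cells, line 68-5-11 · Buffer or medium – DMEM supplemented with 5-aza-dC as sensitizing agent · Dosing – one concentration, pinned · Benchmarks – positive control ellipticine, 6 µM final · Times – 3 days compound exposure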
E-sel inducer = E-selectin induction on HUVECs; 260,000 tested, 0.37% active; P16581; HUVEC E-selectin immunofluorescence imaging; normalized: neutral wells 0, TNF-alpha wells 100; AID 686992; activation, % at 7.58 µM;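 active = mean E-selectin-positive cell signal at least 10% of the positive control, reached in at least 60% of replicates, without over 20% cell loss; inconclusive = no rule given, readout overlaps actives, possibly toxicity-flagged; inactive = the rest, including those meeting only one limit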;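 note: in these data hits start at about 27%; measured in HUVEC primary endothelial cells; signal is the percent of cells scored E-selectin positive by PE staining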
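material = human umbilical vein endothelial cells (HUVEC), E-selectin induction | quantity = 3,000 cells/well | medium = EGM-2 growth medium on 0.1% gelatin-coated wells | technique = immunofluorescence imaging | read-out basis = % PE-positive cells | control set = TNF-alpha positive control, DMSO neutral control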
S100A4 MyoIIA = inhibitors of human S100A4 binding to myosin IIA peptide. 360,000 tested, 0.14% active. inhibition, % at 10.7 µM. S100A4/TAMRA-MyoIIA peptide fluorescence polarization. P26447;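 active = mean inhibition of at least 70% across replicates, with every replicate also reaching that level; inconclusive = mean inhibition reaches 70% but some replicates fall short; inactive = mean inhibition below 70%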
Target sequence (P26447 whole entry, looked up): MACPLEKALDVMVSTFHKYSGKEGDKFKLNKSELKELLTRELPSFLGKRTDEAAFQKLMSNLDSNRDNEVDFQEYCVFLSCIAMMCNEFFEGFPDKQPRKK
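Test system: S100A4 monomer protein. Medium: HEPES buffer with Ca2+, pH 7.2. Reagent: fluorescent myosin IIA peptide, 5 nM. Compound dosing: single-point compound testing. Timing: 5 min between mix addition and reading. Benchmarks: DMSO neutral and TFP positive wells.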
RAD54 branch = RAD54 (human) branch migration inhibition; RAD54 Holliday junction branch migration, FAM/BHQ fluorescence; 360,000 tested, 0.14% active; Q92698; inhibition, % at 10.4 µM; AID 602329;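 active = mean normalized replicate activity at least 40 and at least half of replicates scoring 40 or more; inconclusive = only one of the two criteria met; inactive = mean below 40 and under half of replicates reaching 40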;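 note: 0% = median of neutral control wells and 100% = median of positive control wells; inhibitors cause a drop in the FAM fluorescence signal; in these data hits start at about 50%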
ERp5 inh = blocks human ERp5 reductase activity on insulin; ERp5 insulin aggregation, absorbance 650 nm, 90 min; 350,000 tested, 0.05% active; AID 651711; inhibition, % at 9.99 µM;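 active = mean replicate inhibition above about 25%, with every replicate also reaching it, limit read from the data, passing the limit was not always enough; inconclusive = only one of those two criteria met; inactive = neither criterion met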
Target sequence (Q15084 whole entry, looked up): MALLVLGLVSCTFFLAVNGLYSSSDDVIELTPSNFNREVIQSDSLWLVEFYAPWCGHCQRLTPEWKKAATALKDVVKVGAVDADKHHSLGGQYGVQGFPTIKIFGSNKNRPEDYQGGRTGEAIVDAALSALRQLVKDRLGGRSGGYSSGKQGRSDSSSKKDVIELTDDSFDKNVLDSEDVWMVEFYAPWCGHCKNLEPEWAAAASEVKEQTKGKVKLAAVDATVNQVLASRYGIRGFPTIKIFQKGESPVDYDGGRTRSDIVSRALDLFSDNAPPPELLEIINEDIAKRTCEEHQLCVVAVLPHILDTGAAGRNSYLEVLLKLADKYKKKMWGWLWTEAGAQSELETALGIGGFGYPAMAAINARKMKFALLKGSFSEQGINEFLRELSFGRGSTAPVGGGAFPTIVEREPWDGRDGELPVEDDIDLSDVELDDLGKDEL
ERAP1 HTS inh = blocks human ERAP1 aminopeptidase activity | AID 652197 | inhibition, % at 10.7 µM | recombinant ERAP1, Leu-AMC fluorescence, 60 min | 340,000 tested, 0.15% active;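 active = mean replicate inhibition of at least 30%, or all replicates individually reaching that 30% level; inactive = mean below 30% and not every replicate reaching it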;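 note: 0% = neutral control wells and 100% = L-leucinethiol positive control wells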
esBAF inh = SWI/SNF esBAF complex inhibition | mouse ES cells, Bmi1-luciferase knock-in reporter, 24 h; 100% = twice the neutral-well signal | 350,000 tested, 2% active | AID 602393 | reporter increase, % at 12.5 µM; in the data active = activation above about 40%; inconclusive = no clear call, values can overlap the other calls;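 note: 0% = median of the plate's neutral control wells and 100% = double that signal; a rise in the Bmi1 reporter signal indicates esBAF inhibition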
* hit, by the source's call; ? = inconclusive; . = no result given.

SMILES | RAD52 inh | Xi reactivation | E-sel inducer | S100A4 MyoIIA | RAD54 branch | ERp5 inh | ERAP1 HTS inh | esBAF inh
O=C(NC1CCCCC1)C1Cc2ccccc2CN1S(=O)(=O)c1ccc(F)cc1 (configuration not stated) | -8.8 | . | . | -3.9 | 0.4 | -2.8 | -1.3 | -6.8
CC=Cc1ccc2n(c1=O)C[C@@H]1[C@@H](CO)[C@H](C(=O)NCCC)N(CCC(F)(F)F)[C@H]21 (mixture of isomers) | -5.2 | 0.1 | -1.7 | 1.8 | -9.6 | -4.8 | -5.7 | 2.1
CCCOC(=O)CSc1nnc(-c2cc(OC)c(OC)c(OC)c2)o1 | -6.0 | . | . | -0.8 | -6.3 | 4.6 | -0.8 | 2.2
COc1ccc(C(=O)CNc2ccccc2C#N)cc1 | -33.9 | 0.5 | 1.2 | -17.5 | -5.7 | 2.3 | 3.0 | 49.5*
Cc1ccc(C(=O)N2CCCC(CCC(=O)N3CCN(c4ccccn4)CC3)C2)s1 (configuration not stated) | -6.6 | -0.2 | 1.0 | 1.4 | . | 9.0 | -0.8 | .
CN(C)c1ccc(C(=S)N2CCN(C(=S)Nc3cccc4ccccc34)CC2)cc1 | -13.6 | 0.0 | . | 2.9 | . | -6.6 | -1.9 | .
Cc1ccc(CNC(=O)COc2ccccc2-c2ccccc2)cc1 | . | 0.5 | 1.8 | . | -17.7 | . | . | 9.2
CN1CCCN(C(=O)CC2(CC(=O)O)CCCC2)CC1 | -12.6 | 0.1 | . | -2.4 | -23.9 | 2.4 | -2.6 | 5.8
CC(Sc1nnc(Cc2ccccc2)o1)C(=O)Nc1ccccc1[N+](=O)[O-] (configuration not stated) | -16.3 | -0.1 | 0.5 | -14.2 | 7.4 | 2.6 | -1.2 | 4.5
COC(=O)c1ccc(OCC2c3cc(OC)c(OC)cc3CCN2C(=O)c2ccco2)cc1 (configuration not stated) | -5.7 | . | . | -0.1 | . | 2.8 | 4.3 | 4.8
O=[N+]([O-])c1ccc2c(c1)CCO[C@@]21O[C@H](CCO)C[C@H](O)[C@H]1O | -9.0 | 0.3 | . | -1.4 | . | -2.2 | -2.1 | .
COC(=O)C1=C(C)N(Cc2ccco2)C(=O)N[C@@H]1c1ccccc1 | -62.5 | 0.0 | -0.1 | -6.8 | 4.0 | -1.6 | 2.1 | 8.0
CN(C)c1ccc(/C=N/Nc2cccc(C(=O)O)c2)cc1 | -13.2 | 0.0 | 0.2 | -2.4 | -10.2 | 5.2 | -0.2 | -74.3
COc1cc(NC(=O)COc2ccccc2)c(OC)cc1NC(C)=O | -11.8 | 0.1 | 5.0 | -1.1 | 9.4 | 1.0 | -1.5 | -8.3
C[C@@H]1CN([C@@H](C)CO)C(=O)c2cc(NC(=O)CCCCCC(=O)Nc3ccccc3N)ccc2O[C@H]1CN(C)C(=O)Nc1ccccc1 | 13.5 | -0.1 | 0.0 | -6.7 | . | 10.8 | -0.3 | .
CNC[C@@H](C)NC[C@@H](Cc1ccccc1)NCCc1ccccc1 | -12.0 | 0.0 | -0.1 | 0.9 | -12.7 | 4.8 | 1.1 | 1.2
Cc1cnc(NC(=O)CCNC(=O)c2ccc([N+](=O)[O-])cc2)s1 | -14.6 | 0.2 | . | -1.7 | . | 1.1 | -2.7 | .
CCOc1ccc(N2CC(C(=O)Nc3ccc4c(c3)OCCO4)CC2=O)cc1 (configuration not stated) | -5.4 | 0.1 | -0.1 | -6.3 | -4.0 | -0.3 | -6.0 | -30.5
COc1ccc(C(CNC(=O)c2cc3ccccc3o2)N2CCCCC2)cc1 (configuration not stated) | -18.4 | 0.3 | 11.3 | -2.5 | -0.3 | 0.2 | -2.6 | -3.9
Cc1nc(NS(=O)(=O)c2ccc(Cl)s2)c2c3c(sc2n1)CCCC3 | -23.9 | -0.1 | . | 8.7 | . | 18.1 | -5.7 | -0.6
COc1ccccc1CNC(=O)C[C@@H]1C[C@@H]2c3cc(NC(=O)CC4CC4)ccc3O[C@@H]2[C@@H](CO)O1 | . | -0.1 | 0.0 | . | 2.9 | . | . | 7.0
CCCCCCCC[n+]1cccc(C(=O)N(CC)CC)c1 | 3.0 | 0.2 | . | -7.5 | . | -0.1 | -1.8 | .
CC(C)NC(=O)N(C)C[C@@H]1Oc2cc(C#Cc3ccccn3)ccc2S(=O)(=O)N([C@@H](C)CO)C[C@@H]1C | 10.8 | -0.4 | 0.6 | 6.8 | 3.3 | -1.1 | 2.2 | 0.1
ClCc1c2ccccc2cc2ccccc12 | -7.6 | -0.1 | -0.2 | -1.4 | -24.1 | ? | -1.8 | 0.3
COCCN(C(=S)Nc1ccc(C(C)C)cc1)C(C)c1cccs1 (configuration not stated) | -16.9 | 0.0 | 0.0 | -1.8 | -10.5 | 3.2 | 2.8 | 4.2

2 entries from above, set out differently:
Values run as follows: RAD52 inh, Xi reactivation, E-sel inducer, S100A4 MyoIIA, RAD54 branch, ERp5 inh, ERAP1 HTS inh, esBAF inh
CN(C)c1ccc(/C=N/Nc2cccc(C(=O)O)c2)cc1
  -13.2, 0.0, 0.2, -2.4, -10.2, 5.2, -0.2, -74.3
CCCCCCCC[n+]1cccc(C(=O)N(CC)CC)c1
  3.0, 0.2, ., -7.5, ., -0.1, -1.8, .

The results go on.
SMILES | RAD52 inh | Xi reactivation | E-sel inducer | S100A4 MyoIIA | RAD54 branch | ERp5 inh | ERAP1 HTS inh | esBAF inh
CNC(=O)C[C@H]1CC[C@@H]2[C@@H](COc3ccc(NC(=O)c4ccc5c(c4)OCO5)cc3C(=O)N2C)O1 | . | 0.1 | 0.1 | . | -3.6 | . | . | 3.4
Cc1ccc(C(=O)OCC(=O)NC(C)c2ccccc2)s1 (configuration not stated) | -17.2 | 0.1 | -0.3 | 5.5 | 12.0 | 0.8 | -1.7 | .
C[C@H]1CN([C@@H](C)CO)C(=O)c2cc(NS(=O)(=O)c3cccs3)ccc2O[C@@H]1CN(C)C(=O)Nc1cccc2ccccc12 | -10.7 | 0.2 | 0.0 | -1.3 | ? | 3.2 | -0.3 | 2.1
O=C1C2=C(CCCC2)C(=O)N1c1cccc(OCCBr)c1 | -17.7 | 0.0 | -1.8 | 1.3 | . | -18.1 | 1.5 | .
Cc1ccc(S(=O)(=O)NCCC(=O)N2CCC(Cc3ccccc3)CC2)cc1 | -5.8 | 0.4 | 0.1 | -4.2 | 5.0 | -2.3 | -8.9 | -1.9
COc1ccc(C/C(N)=N/OC(=O)CCc2ccccc2)cc1 | -2.2 | 0.0 | 0.1 | -2.2 | 4.5 | -2.3 | 0.0 | -2.8
CCC(C)(C)NC(=O)CN(CC1CCCO1)C(=O)CNS(=O)(=O)c1ccccc1 (configuration not stated) | -14.9 | 0.1 | . | 2.9 | -0.4 | 1.4 | -1.9 | -7.1
CCC(C(=O)NC1CCCCCC1)c1ccccc1 (configuration not stated) | -18.3 | 0.4 | . | 1.0 | -7.5 | 1.7 | . | -3.2
CCc1noc(C)c1C(=O)Nc1ccccc1N1CCOCC1 | -12.8 | -0.1 | . | -5.9 | . | -0.3 | 7.2 | -8.0
COc1ccc(CN(C)C[C@H]2OCCCC[C@@H](C)Oc3ccc(NC(=O)CCCN(C)C)cc3C(=O)N([C@@H](C)CO)C[C@H]2C)cc1 | 1.5 | 0.0 | 0.0 | -17.3 | -3.7 | 7.1 | 0.7 | -0.9
CCCCN(C(=O)c1ccc(S(=O)(=O)N2CCOCC2)cc1)C1CCS(=O)(=O)C1 (configuration not stated) | -1.7 | 0.0 | -0.4 | -2.4 | -8.5 | 2.1 | 3.6 | 4.2
CCOC(=O)c1[nH]c(C)c(C(=O)N2CCN(c3cccc(Cl)c3)CC2)c1C | -14.5 | . | . | -4.1 | -3.6 | 3.9 | 1.6 | 11.0
CN1C(=O)c2cc(NC(=O)Cc3cccs3)ccc2OC[C@H]2O[C@H](CC(=O)NCCc3ccncc3)CC[C@H]21 | 5.5 | 0.0 | 0.1 | 10.2 | -1.4 | -3.7 | -4.2 | 1.1
O=C(NCC1CCCCC1)[C@H]1[C@H](CO)[C@H]2Cn3c(ccc(C4=CCCCC4)c3=O)[C@@H]1N2 | 2.3 | 0.4 | 0.0 | 3.7 | -3.8 | -0.5 | -1.0 | 4.9
O=C(NC(Cc1c[nH]c2ccccc12)C(=O)O)c1cccc(S(=O)(=O)N2CCCCC2)c1 (configuration not stated) | -48.6 | 0.0 | 1.1 | -7.1 | -4.7 | 0.9 | 1.5 | -2.5
Cc1cc(CNC(=O)c2ccc3c(c2)OCO3)c2ccccc2n1 | -26.4 | -0.1 | . | -6.0 | . | -1.4 | 2.0 | .
COc1ccc(S(=O)(=O)N(C)C[C@H]2Oc3c(NS(=O)(=O)c4ccc(C)cc4)cccc3C(=O)N([C@@H](C)CO)C[C@@H]2C)cc1 | -17.2 | -1.2 | -0.2 | 1.3 | -1.2 | 3.8 | 0.2 | 5.4
CCN1[C@@H]2c3ccc(-c4cncnc4)c(=O)n3C[C@@H]2[C@@H](CO)[C@@H]1C(=O)OC | -10.7 | 0.0 | -0.5 | 4.1 | -1.9 | -1.2 | 1.4 | -6.6
COc1ccc(CN(C)C[C@@H]2OCCCC[C@H](C)Oc3ccc(NS(=O)(=O)c4ccc(Cl)cc4)cc3C(=O)N([C@H](C)CO)C[C@H]2C)cc1 | 57.5* | 0.0 | . | -14.4 | 2.3 | -0.5 | -4.8 | -2.8
COc1ccccc1N(CC(=O)Nc1ccccc1C(=O)N1CCCC1)S(C)(=O)=O | 1.5 | -0.1 | -0.1 | -2.8 | -2.1 | -0.6 | -4.2 | -6.8
COc1ccc(CC(=O)Nc2ccc(N3CCOCC3)cc2)cc1OC | -0.7 | -0.1 | -0.3 | 2.6 | . | 0.7 | 4.3 | -1.1
CCn1cc(CN2CCCC(CNS(=O)(=O)Cc3ccccc3)C2)cn1 (configuration not stated) | -4.1 | -0.1 | 8.5 | -2.5 | . | -4.7 | 2.6 | .
C=CCSc1nc2c(C(=O)OCC)nnn2c2ccccc12 | -8.1 | 0.1 | . | -3.7 | -2.1 | -0.9 | 2.8 | 1.6
CC[n+]1ccc(/C=C/c2ccc(N(C)C)cc2)c2ccccc21 | 60.1* | 0.1 | 114.6* | 42.6 | . | -7.2 | 16.1 | .
Cc1ccn2c(=O)nc(SCC(=O)NC3CCCCC3)nc2c1 | -7.5 | -0.1 | 0.6 | -1.1 | -4.0 | 0.5 | 0.2 | -4.0
CC1CCCN(CCCOc2ccc([N+](=O)[O-])cc2)C1 (configuration not stated) | 2.1 | 0.4 | -0.9 | 15.9 | . | 1.5 | 6.9 | .
O=C(N/N=C/c1cccc2ccccc12)c1ccccc1Cl | -10.6 | 0.0 | -1.8 | 3.0 | -6.6 | 1.2 | -1.1 | 13.5
CCSc1ccc(/C(N)=N/OC(=O)c2cccs2)cn1 | -3.6 | 0.0 | . | 1.1 | -4.1 | 0.4 | -0.1 | 56.6*
COc1cccc(C(=O)Nc2ccc3c(c2)C(=O)N(C)[C@@H]2CC[C@@H](CC(=O)NCCCN4CCOCC4)O[C@@H]2CO3)c1 | 10.3 | 0.3 | 0.0 | -10.1 | 8.8 | 2.1 | -4.3 | 3.9

Compounds were not picked by outcome; 2.5% or so of the library scored in one or more.
